# Source: PubChem BioAssay (Sanford-Burnham Center for Chemical Genomics)
# NR3A LBD binder = modulates the human NR3A ligand-binding domain. NR3A LBD differential scanning fluorimetry, Tm shift; 0% = protein alone, 100% = glycine-bound protein. Tm shift relative to glycine control, % at 25 µM. 340,000 tested, 2.5% active;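 active = melting temperature shift of at least 10% of the positive control shift, at one fixed dose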
# SENP6 block = blocks the human protease SENP6; inhibition, % at 10 µM; Q9GZR1; Recombinant SENP6 catalytic domain, aminoluciferin luminescence; 330,000 tested, 1.8% active;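 active = inhibition above about 50% at the single tested dose, limit read from the data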;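 also: plate controls were DMSO wells with enzyme for no effect and DMSO wells lacking enzyme for full effect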
# PfGluPho inh = PfG6PD (Plasmodium falciparum) enzyme inhibition; PfGluPho enzyme, NADPH resazurin-diaphorase fluorescence; 350,000 tested, 0.78% active; inhibition, % at 20 µM;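 active = inhibition reaching at least a set limit at 20 µM in the primary screen, cut at about 59% in these data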;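 also: 0% = DMSO wells with substrate and 100% = DMSO wells lacking glucose-6-phosphate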
# hIAP activ = increases human intestinal alkaline phosphatase activity; P09923; purified human IAP, CDP-Star luminescence, 30 min; active compounds read high; 1 = vehicle-only enzyme, 0 = enzyme-free background; activation factor at 10 µM; 330,000 tested, 0.16% active;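 active = activation factor of the enzyme at least 2-fold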; also: the source names both 10 and 20 µM as test concentration; values of inactives mirror those of a sister screen read the other way
# Target sequence (P09923 whole entry, looked up): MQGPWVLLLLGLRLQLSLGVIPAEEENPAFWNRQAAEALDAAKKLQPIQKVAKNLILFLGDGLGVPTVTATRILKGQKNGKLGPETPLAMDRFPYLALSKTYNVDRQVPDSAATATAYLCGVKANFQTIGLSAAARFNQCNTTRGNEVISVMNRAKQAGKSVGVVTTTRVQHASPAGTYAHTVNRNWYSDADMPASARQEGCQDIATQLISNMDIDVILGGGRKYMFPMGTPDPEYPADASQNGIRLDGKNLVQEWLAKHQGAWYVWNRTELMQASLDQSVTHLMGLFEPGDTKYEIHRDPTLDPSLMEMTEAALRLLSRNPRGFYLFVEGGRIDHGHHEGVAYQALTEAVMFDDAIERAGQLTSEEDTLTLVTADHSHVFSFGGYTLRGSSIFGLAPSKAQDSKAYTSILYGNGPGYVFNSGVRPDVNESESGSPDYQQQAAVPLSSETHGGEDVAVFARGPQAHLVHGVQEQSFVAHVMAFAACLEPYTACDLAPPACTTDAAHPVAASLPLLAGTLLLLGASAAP
# SENP1 inh = inhibitors of human SENP1 SUMO protease catalytic domain; Q9P0U3; recombinant SENP1 catalytic domain, CyPet-SUMO1-YPet FRET cleavage; inhibition, % at 10 µM; 360,000 tested, 0.21% active; AID 624204;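 active = inhibition at least 30% at 10 µM, raw YFP signal under a set limit, fluorescence ratio 0.5 to 1.5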;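 also: 0% = enzyme with DMSO and 100% = no enzyme wells; some results filed as inactive read as strong as hits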
# Target sequence (Q9P0U3 419-644 limits assumed): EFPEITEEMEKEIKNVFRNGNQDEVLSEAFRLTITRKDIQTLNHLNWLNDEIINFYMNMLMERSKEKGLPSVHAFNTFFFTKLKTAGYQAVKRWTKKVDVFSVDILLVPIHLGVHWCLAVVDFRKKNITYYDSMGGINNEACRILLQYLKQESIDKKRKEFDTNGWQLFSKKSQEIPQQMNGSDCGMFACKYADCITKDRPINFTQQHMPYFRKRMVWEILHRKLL
#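 Assay system: hSENP1 catalytic domain, recombinant. Amount: SENP1 enzyme, 20 pM final. Schedule: 50 min reaction, RT, dark. Technique: FRET, CFP and YFP emission. Control set: no-enzyme wells low, DMSO-plus-enzyme wells high control.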
# MPTP block = inhibitors of mitochondrial permeability transition pore | isolated mouse mitochondria, Ca2+ swelling absorbance, 30 min | inhibition, % at 10 µM | 360,000 tested, 1.4% active;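 active = inhibition of 50% or more, scaled per plate between neutral and stimulator controls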;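 also: 0% = DMSO wells given calcium and 100% = 1 mM EGTA wells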
# SENP8 inh = SENP8 (human) protease inhibition; recombinant SENP8, Nedd8 substrate fluorescence; 360,000 tested, 0.64% active; Q96LD8; inhibition, % at 20 µM; AID 602440; in the data active = inhibition mostly above about 40%, no sharp cut-off; inactive = mostly below about 27%
# Target sequence (Q96LD8 whole entry, looked up): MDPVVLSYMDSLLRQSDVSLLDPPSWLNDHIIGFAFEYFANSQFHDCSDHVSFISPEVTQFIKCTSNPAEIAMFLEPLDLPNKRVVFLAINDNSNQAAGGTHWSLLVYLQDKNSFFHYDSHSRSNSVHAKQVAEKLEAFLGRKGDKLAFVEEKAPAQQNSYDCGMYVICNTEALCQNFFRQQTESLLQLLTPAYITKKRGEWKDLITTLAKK
# ATG4B inhibitor = inhibitors of human ATG4B cysteine protease. Q9Y4P1. ATG4B cleavage of LC3-PLA2, NBD-HPC fluorescence, 1 h. inhibition, % at 8.33 µM. 340,000 tested, 0.51% active. AID 504462; in the data active = inhibition above about 40%
# Numbers without * were called inactive; . = no result given; & = joins results of further samples.
SMILES,NR3A LBD binder,SENP6 block,PfGluPho inh,hIAP activ,SENP1 inh,MPTP block,SENP8 inh,ATG4B inhibitor
CSc1ccccc1NC(=O)CSc1nnc(CNC(=O)c2ccccc2F)n1C,-3,-6,-13,1,1,-1.2,3,0
CC(C)Sc1nc2ncnc(N)c2[nH]1,-1,14,13,1,0,-1.1,1,-7
CCCCOc1ccc(C(=O)N2CC(C)OC(C)C2)cc1 (configuration not stated),0,-15,-9,0.87,1,-2.4,16,1
O=S(=O)(Cc1ccccc1)N=Nc1c(O)[nH]c2ccc(Br)cc12,2,-8,-15,0.98,-3,0.2,-5,-5
CCOc1ccc(-c2c(C(=O)N/N=C/c3ccccc3)nnn2-c2nonc2N)cc1,-1,-7,0,1.1,-1,3.2,-6,2
Cc1ccc(C)c(S(=O)(=O)N2CCN(CC(=O)N3CCc4ccccc4C3)CC2)c1,3,2,-4,1,0,0.0,24,-3
O=C(CC1SC2=NCCN2C1=O)Nc1ccc(Br)cc1 (configuration not stated),0,0,-2,1.4,0,0.2,24,-7
COC(=O)CNC(=O)CSc1nc2sc(-c3ccccc3)cc2c(=O)n1-c1ccccc1,1,-8,-2,0.92,-7,1.2,-188,-14
CSc1ccc(S(=O)(=O)NCC(=O)OCC(=O)N(C)C2CCCCC2)cc1[N+](=O)[O-],4,-11,-17,0.92,5,-0.8,22,-1
Cc1cccc(C(=O)NNC(=O)CCCCC(=O)NNC(=O)c2cccc(C)c2)c1,-3,-5,2,2.4*,0,1.4,12,3
COc1ccc(Cn2c(=O)[nH]c3cc(C(=O)N4CCN(c5ccccc5OC)CC4)ccc3c2=O)cc1,-5,-15,0,1,4,1.6,11,-6
CC(C)Oc1cccc(C(=O)C2CCCN(S(C)(=O)=O)C2)c1 (configuration not stated),-3,-2,-19,1,-1,-1.3,17,27
CCOc1cc(/C=C/c2cc(C(=O)O)c3ccccc3n2)ccc1OC,1,-2,-5,1,-46,0.9,-416,1
CCOc1ccc(OCC)c(NC(=O)C2CCCN(S(=O)(=O)c3ccc(C)cc3)C2)c1 (configuration not stated),0,1,3,1.1,0,1.0,8,2
COc1ccc(OC)c(C2C(C(=O)c3cccs3)=C(O)C(=O)N2c2cc(C)on2)c1 (configuration not stated),-2,-5,6,1.2,-1,0.5,8,-12

# 6 compounds picked at random from the list so far:
SMILES,NR3A LBD binder,SENP6 block,PfGluPho inh,hIAP activ,SENP1 inh,MPTP block,SENP8 inh,ATG4B inhibitor
O=C(CC1SC2=NCCN2C1=O)Nc1ccc(Br)cc1 (configuration not stated),0,0,-2,1.4,0,0.2,24,-7
CCCCOc1ccc(C(=O)N2CC(C)OC(C)C2)cc1 (configuration not stated),0,-15,-9,0.87,1,-2.4,16,1
CCOc1cc(/C=C/c2cc(C(=O)O)c3ccccc3n2)ccc1OC,1,-2,-5,1,-46,0.9,-416,1
COc1ccc(OC)c(C2C(C(=O)c3cccs3)=C(O)C(=O)N2c2cc(C)on2)c1 (configuration not stated),-2,-5,6,1.2,-1,0.5,8,-12
COC(=O)CNC(=O)CSc1nc2sc(-c3ccccc3)cc2c(=O)n1-c1ccccc1,1,-8,-2,0.92,-7,1.2,-188,-14
Cc1cccc(C(=O)NNC(=O)CCCCC(=O)NNC(=O)c2cccc(C)c2)c1,-3,-5,2,2.4*,0,1.4,12,3

# hIAP activ, what is marked active above
SMILES | NR3A LBD binder | SENP6 block | PfGluPho inh | hIAP activ | SENP1 inh | MPTP block | ATG4B inhibitor
Cc1cccc(C(=O)NNC(=O)CCCCC(=O)NNC(=O)c2cccc(C)c2)c1 | -3 | -5 | 2 | 2.4* | 0 | 1.4 | 3

# (continued)
SMILES,NR3A LBD binder,SENP6 block,PfGluPho inh,hIAP activ,SENP1 inh,MPTP block,SENP8 inh,ATG4B inhibitor
CC(C)(C)NC(=O)NC(=O)COC(=O)c1nc(-c2ccccc2)n(-c2cccc(C(F)(F)F)c2)n1,-2,13,18,0.99,1,3.4,3,1
O=C(Nc1cccc(/C=C/c2ccccn2)c1)c1ccc(-n2cncn2)cc1,1,-11,7,1.1,-1,-2.0,-24,-16
O=C(CNC(=S)NC(=O)c1ccccc1)c1ccccc1,3,0,6,0.91,2,0.2,8,13
CC[C@@]1(C(=O)OC)N[C@H](CN(C)C(=O)c2ccccc2)[C@@H]2C(=O)N(C)C(=O)[C@@H]21,2,-4,10,1,0,0.1,7,-8
O=C(Cn1nnc(-c2ccc(Cl)cc2)n1)N1CCN(C(=O)c2ccco2)CC1,-3,-17,1,0.86,2,-0.3,21,-6
CCOC(=O)c1cnn(CCOC(=O)C(C)(C)C)c1NC(=O)C(C)(C)C,-2,-12,-5,1.1,-7,1.0,5,4
Cc1noc(C)c1NC(=O)N(C)C[C@H]1Oc2ccc(NC(=O)CCN3CCOCC3)cc2C(=O)N([C@H](C)CO)C[C@@H]1C,-3,0,-10,0.94,-1,-1.2,-14,-1
C#CCN(CC=C)C(=O)c1cccc(OC2CCN(S(C)(=O)=O)CC2)c1,1,10,-4,1,-1,-1.0,0,3
Cc1ccc2[nH]c3c(=O)n(CCCN4CCOCC4)cnc3c2c1,0,-19,-4,0.97,0,-0.1,-134,-2
COc1ccccc1NC(=O)CSc1nnc(-c2ccco2)n1N,0,-21,-2,1.1,-1,0.3,4,-4
Cc1cccc2sc(N3CCN(C(=O)c4cccs4)CC3)nc12,1,-9,0,1.1,1,-0.8,5,3
CCOc1nc(Nc2ccc(OC)cc2)nc(N2CCOCC2)n1,0,8,1,1.1,2,-0.7,12,1
COc1ccc(C(=O)NCc2ccc(C(=O)O)o2)cc1,-1,5,-5,0.96,2,-0.1,13,-1
Cc1ccc(CCNc2ccccc2)c[n+]1[O-],-1,-5,6,1,-1,0.9,16,-3
Cc1ccc2nc(-c3ccc(NS(=O)(=O)c4c(C)n(C)c(=O)n(C)c4=O)cc3)sc2c1,-3,16,-3,1,-34,1.9,-408,-19
COc1ccc(CCNC(=O)c2ccc3c(c2)N(Cc2ccc(F)cc2)CCS3)c(OC)c1,-3,15,-5,0.98,-2,3.1,-288,10
CC1=NN(Cc2ccccc2)C(=O)C1C(c1ccccc1)C(C#N)C#N (configuration not stated),1,-4,-7,0.97,1,3.5,5,-9
COc1ccc(C(=O)Oc2coc(CSc3nnc(NC(=O)c4cccs4)s3)cc2=O)cc1,-2,3,-26,1,3,-0.8,-28,-6
CCOC(=O)C1(CC2CCCCO2)CCN(C(=O)Nc2cccc(SC)c2)CC1 (configuration not stated),11*,-24,3,1.4,1,-1.0,1,-9
COC(=O)COc1c(Cl)cc(C(c2c(C)[nH][nH]c2=O)c2c(C)[nH][nH]c2=O)cc1OC,1,8,2,1.1,3,-0.2,32,2
CCOC(=O)c1c(C)[nH]c(C)c1S(=O)(=O)N(C)CC(=O)N1CCN(c2ccc(OC)cc2)CC1,-1,-8,-1,1.2,1,-0.3,8,-3
Cn1c(SCc2ccc(Br)cc2)nnc1-c1ccccn1,-1,-14,17,0.94,1,1.1,14,4
COc1ccc(C2C(C(=O)N3CCN(c4ccccc4F)CC3)c3ccccc3C(=O)N2C)cc1 (configuration not stated),-1,0,-1,1,-1,-0.5,6,-9
O=C(Nc1ccccc1)c1cccc2c(Br)cccc12,3,2,1,1.4,0,0.9,6,3
COc1ccccc1N1C(=O)C(=O)N(C)C1=O,0,3,-12,0.92,2,0.7,-2,7
O=C(c1ccc2nc[nH]c2c1)N1CCN(c2cccc(Cl)c2)CC1,2,-5,0,1.5,0,-1.6,17,-9
CCN1CC(CNC(=O)c2ccc3nc(Cc4cccc(Cl)c4)oc3c2)CC1=O (configuration not stated),2,7,6,0.92,0,-2.7,5,1
O=C(CCNC(=O)Cn1ccc2ccccc2c1=O)NCCC1=CCCCC1,-2,-5,-5,0.96,3,0.7,1,-5
CCOC(=O)CNc1ccc(C(=O)OCC)cc1[N+](=O)[O-],-6,15,-5,1,3,-0.5,11,3
COc1cc(NC(=O)COc2cc(C)cc3oc(=O)c(C)c(C)c23)cc(OC)c1OC,-1,5,0,0.87,-1,0.9,-23,-5
C/C(Cl)=C/Cc1c(C)[nH]c2c(ccc3ccccc32)c1=O,-3,4,-9,1.1,-1,0.8,-22,4
CC1S/C(=N/N=C2CCCCC2)NC1=O (configuration not stated),-1,-7,-14,0.81,0,-1.2,20,7
Cc1cc(C(=O)CSc2nnc(-c3cccnc3)n2-c2ccccc2)c(C)n1CC1CCCO1 (configuration not stated),3,-9,-3,0.93,0,-1.3,-3,-12
O=S(=O)(c1ccc2c(c1)OCCO2)N1CCC(c2nc3ccccc3s2)CC1,3,-11,-8,0.94,-1,0.4,4,-7
O=C(C[C@H]1C/C=C\CC[C@H](Cc2ccc(F)cc2)C(=O)O[C@@H](c2ccccc2)CNC1=O)N[C@@H](CO)Cc1ccccc1,-5,-7,4,0.98,0,-2.7,10,-25
Nc1ccc(S(=O)(=O)NC2(C(F)(F)F)NC(=O)N(c3ccccc3F)C2=O)cc1 (configuration not stated),-3,-6,-15,0.92,2,-0.9,13,6
CC(CC(=O)Nc1ccccc1)n1ccnc1 (configuration not stated),-1,-8,-19,1,0,-0.4,26,8
CC(=O)c1c(N2CCN(C)CC2)nc(=S)n(-c2cc(C)ccc2C)c1C,-2,-12,5,0.99,-44,-2.8,12,7
CCn1cc(C(=O)NCC(=O)OC)c2cc(OC)c(OC)cc2c1=O,-1,-1,-4,1,-8,-0.4,12,-5
CN1C(=O)CC(N2CCN(CC(=O)N3CCCC3)CC2)C1=O (configuration not stated),-1,10,-6,0.99,0,-1.8,18,-2
O=[N+]([O-])c1cccc(N(CC(O)CN2CCCC2)S(=O)(=O)c2ccccc2)c1 (configuration not stated),-1,-15,10,1.2,0,-0.4,0,-2
CCOC(=O)c1c(-c2ccc(C)o2)csc1NC(=S)NC(=O)c1ccc(F)cc1,2,-14,6,0.96,2,3.0,26,6
O=C(N/N=C/c1coc2ccccc2c1=O)c1ccc(Cl)cc1,1,-6,-1,1.4,2,0.3,-35,5
c1cnc2c(c1)ccc1cccnc12,-1&2,-26&-8,-18&-8,1.3&1.3,2&1,2.7&-2.1,15&14,-9&-6
Cc1ccc(CNC(=O)CCCn2c(=O)[nH]c3ccccc3c2=O)cc1,-1,-23,-6,0.99,0,0.2,2,-6
Cc1cc(=O)[nH]c(-n2[nH]c3c(c2=O)CCCC3)n1,3,-15,11,2.3*,56,-1.1,2,-16
COc1cc(CN(C(C)=O)c2ccccc2C(=O)O)ccc1[N+](=O)[O-],-4,.,12,.,2,-0.7,13,3

# By substructure: those above containing a CF3 group.
SMILES,NR3A LBD binder,SENP6 block,PfGluPho inh,hIAP activ,SENP1 inh,MPTP block,SENP8 inh,ATG4B inhibitor
CC(C)(C)NC(=O)NC(=O)COC(=O)c1nc(-c2ccccc2)n(-c2cccc(C(F)(F)F)c2)n1,-2,13,18,0.99,1,3.4,3,1
Nc1ccc(S(=O)(=O)NC2(C(F)(F)F)NC(=O)N(c3ccccc3F)C2=O)cc1 (configuration not stated),-3,-6,-15,0.92,2,-0.9,13,6
